High-throughput results: PubChem BioAssay, University of Kansas High Throughput Screening Laboratory
Pf apPOL block: Pf-apPOL DNA polymerase inhibition. inhibition, % at 10 µM. Recombinant Pf-apPOL, molecular beacon fluorescence, 1.5 h. AID 1794808. 0.25% of 210,000 active
mHTT CaM bind: inhibitors of human mutant huntingtin-calmodulin interaction. AID 1671202. AlphaScreen His-mHTT/GST-CaM binding, luminescence. 3.6% of 190,000 active. inhibition, % at 15 µM;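 note: 0% = both proteins with DMSO and 100% = one protein alone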
* marks the source's active call; other numbers are inactive results; i = inactive; · = not tested or not shown; & = joins results of further samples. Cut-off read from the data, not from the text of the source: active = inhibition above about 50%; inactive = the rest.

SMILES | Pf apPOL block | mHTT CaM bind
CCc1cccc(CC)c1NS(=O)(=O)c1ccc(Br)cc1 | 3 | -28
CC(=O)NCc1ccc(-c2nc(C(C)C)cs2)cc1 | 0 | 3
O=C(Cc1ccc(F)cc1)N1CCC2(CC1)NC(=O)N(Cc1ccc(Cl)cc1)C2=O | -3 | 19
Cc1ccc(C)c(N2CCN(CC(O)c3ccc4c(c3)OCO4)CC2)c1 (stereo not drawn) | 2 | -2
O=C(CSc1ncccc1C(=O)O)c1cc2ccccc2o1 | -8 | ·
O=S(=O)(c1cccs1)N1CCC(Nc2cccnc2)C1 (stereo not drawn) | 0 | -2
O=C(O)c1cc(-c2ccccc2)n(-c2ccc(Cl)cc2)n1 | -2 | -1
COc1ccccc1-c1noc(C2CCCN2C(=O)Nc2ccc(C)cc2Cl)n1 (stereo not drawn) | -2 | 2
CN(C)CCN1CCN(C2CN(CCc3ccccc3)S(=O)(=O)C2)CC1 (stereo not drawn) | -1 | 1
CC(=O)c1ccc(NC(=O)CN2CCN(Cc3nc(C(C)(C)C)cs3)CC2)cc1 | -2 | 8
O=C(NNC(=O)c1cc2cc(OC(F)(F)F)ccc2[nH]1)c1cccc(C(F)(F)F)c1 | -7 | ·
O=C(c1ccc2nc(N3C(=O)c4ccccc4C3=O)sc2c1)N1CCN(c2ccccn2)CC1 | -1 | 14
COc1ccc2[nH]c(C(=O)Nc3cccc(C)n3)cc2c1 | -16 | ·
COc1ccc(NC(=O)c2cnn(-c3ccccc3)c2NC(=O)c2ccccc2)cc1 | 2 | 20
CCC(=O)Nc1c(C)nn(-c2ccc([N+](=O)[O-])cc2)c1C | 2 | 3
CC(C)n1cc(S(=O)(=O)NCc2ccccc2)c2cccnc21 | 19 | 6
CCC(=O)N1CCCC1COc1ccc(C(=O)N2CCCC2)cc1 (stereo not drawn) | 26 | -3
Cc1cn(Cc2ccc(C(=O)N(C)C)cc2)c(=NC(=O)c2ccc(F)cc2)s1 | -4 | 5
COc1ccccc1-n1cnc2cc(NC(=O)c3cc(OC)c(OC)c(OC)c3)ccc21 | -2 | 21
CCC(C(=O)NCCc1ccc(F)cc1)c1ccccc1 (stereo not drawn) | -6 | -2
CN1c2ccc(F)cc2C(=O)NC12CCN(C(=O)c1ccccc1Cl)CC2 | -2 | -5
O=C(O)c1ccc(OCCn2ccnc2)cc1 | 2 | 5
Nc1nnc2c([nH]c3ccccc32)c1-c1ccccc1 | -2 | 3
COc1cc(OC)c(OC)cc1C=C1Oc2cc(OC(=O)c3ccc4c(c3)OCO4)ccc2C1=O | -5 | 2
O=C1NC(=S)S/C1=C\c1ccccc1O | · | 8
O=C(NC1CCCCC1)C1CC(=O)N(c2cccc(F)c2)C1 (stereo not drawn) | -2 | -6
CCOC(=O)CSc1ccc(S(N)(=O)=O)cc1[N+](=O)[O-] | -10 | ·
CC(=O)Nc1ccc(N2C(=O)CSC2c2cccc(Br)c2)cc1 (stereo not drawn) | 0 | 12
CC1CCN(c2ccc(C=O)cc2[N+](=O)[O-])CC1 | -5 | 21
c1ccc(CN2CCC3(CC2)Nc2ccccc2S3)cc1 | -2 | ·
O=C(Cc1ccc(Br)cc1)Nc1ccc(S(=O)(=O)Nc2ncccn2)cc1 | -6 | 0
Cc1nc(C)c(Cc2ccc(Cl)cc2)c(N2CCN(C(=O)C3CCC3)CC2)n1 | 3 | 93*
COc1ccc(CN2CCN(C(=O)c3ccc([N+](=O)[O-])cc3)CC2)cc1Br | 1 | 16
COc1ccc(C(=O)Nc2nnc(-c3ccccc3)s2)cc1S(=O)(=O)N1CCOCC1 | -6 | -1
CCCCOc1ccc(/C=C2\N=C(c3ccc(OC)cc3)OC2=O)cc1 | -3 | -7
CCC1=Nc2cc(C(=O)NCCCN(CC)CC)ccc2Sc2ccc(C)cc21 | -15 | 3
Cc1nnc2c(N3CCOCC3)nc3ccccc3n12 | -4 | 4
CCC(=O)Nc1ccc(C2(C(=O)N3CCC(N4CCCCC4)CC3)CCCCC2)cc1 | 6 | 22
CCc1nc2sc(C)c(C)c2c(=O)n1CCO | -2 | 3
O=C(C1CCN(c2nnc3ccccn23)CC1)N1CCN(c2ccccn2)CC1 | -5 | 6
O=[N+]([O-])c1cccc(S(=O)(=O)Nc2ccccc2Cl)c1 | -8 | 1
O=[N+]([O-])c1ccc(N2CCCC2)cc1NC1CC1 | -2 | 5&9
COc1cccc(NC(=O)Nc2ccc3snnc3c2)c1 | -11 | 0
Cc1ccc(-n2nc3c(c2NC(=O)C(C)C)CSC3)cc1 | -20 | 39
COc1ccccc1C(=O)N1CCC(O)(c2ccccc2)C(N(C)C)C1 (stereo not drawn) | -11 | -2
COc1cc(/C=C2/C(=O)N(c3ccccc3)N=C2C)cc(Br)c1O | 7 | 55*
Cc1noc(C)c1C(=O)Nc1ccc(-n2nc(C(F)(F)F)cc2-c2cccs2)cc1 | -2 | ·
CCN(CC)C(=O)N1CCc2nc3cc(-c4ccccc4)[nH]n3c(=O)c2C1 | -4 | -2
C=C(C)C[C@H]1CC=C[C@H](CC(=C)C)N1 | · | -3
O=C(CCN1CCN(Cc2ccccc2)CC1)Nc1ccc2c(c1)OCO2 | -6 | 7
CN1C(=O)c2ccccc2C(C(=O)Nc2ccc(F)cc2Cl)C1c1cccs1 (stereo not drawn) | -2 | -4
O=C(Nc1cccc(Cl)c1Cl)c1c(O)c2c([nH]c1=O)CCCC2 | -88 | 0
Cc1cc(Cl)ccc1OCC(=O)NCc1cccs1 | -5 | -15
CCOc1c(OC)cccc1C1C(C#N)=C(N)Oc2n[nH]c(-c3ccncc3)c21 (stereo not drawn) | -1 | 5
COc1ccc(OC)c(CNC(=O)c2ccc3c(c2)nc2n3CCCCC2)c1 | -7 | 8
CCCc1c(C)nc2c(C(=O)NCc3ccc(F)cc3)c[nH]n2c1=O | -9 | 20
CC(=O)O/N=C(/c1cccc([N+](=O)[O-])c1)N1CCOCC1 | -5 | i
CN1CC=C2C(C#N)=C(N)C(C#N)(C#N)C(c3ccc(F)cc3F)C2C1 (stereo not drawn) | -1 | 13
COc1ccc(NC(=O)CSc2nc(N)c(C(=O)Nc3ccc(N(C)C)cc3)s2)cc1 | -6 | 22
C=CCSc1nc2nc3c(cc2c(=O)n1-c1ccccc1)COC(C)(C)C3 | -10 | 5

One compound at a time, as listed above:
Results for CCC(C(=O)NCCc1ccc(F)cc1)c1ccccc1 (stereo not drawn) → Pf apPOL block: -6; mHTT CaM bind: -2
Results for O=C(NC1CCCCC1)C1CC(=O)N(c2cccc(F)c2)C1 (stereo not drawn) → Pf apPOL block: -2; mHTT CaM bind: -6
Results for Cc1nc(C)c(Cc2ccc(Cl)cc2)c(N2CCN(C(=O)C3CCC3)CC2)n1 → Pf apPOL block: 3; mHTT CaM bind: 93*

Part of the list above in order of molecular weight, ascending.
SMILES | Pf apPOL block | mHTT CaM bind
Cc1ccc(-n2nc3c(c2NC(=O)C(C)C)CSC3)cc1 | -20 | 39
O=C(CSc1ncccc1C(=O)O)c1cc2ccccc2o1 | -8 | ·
CCN(CC)C(=O)N1CCc2nc3cc(-c4ccccc4)[nH]n3c(=O)c2C1 | -4 | -2
COc1ccccc1-n1cnc2cc(NC(=O)c3cc(OC)c(OC)c(OC)c3)ccc21 | -2 | 21

Later entries.
SMILES | Pf apPOL block | mHTT CaM bind
O=C1C2C3C=CC(C3)C2C(=O)N1Cc1ccccc1 (stereo not drawn) | 0 | 6
N#CC(C#N)=C1NC2=C(Cc3ccccc32)C(c2cccs2)=C1C#N | 2 | ·
O=[N+]([O-])c1ccc(N2CCSCC2)cc1Oc1nc2c(Cl)cc(Cl)cc2s1 | -17 | ·
NC(=O)c1cccc2c1-c1ccccc1C2 | -1 | -4
CCNc1cc(NCCNS(=O)(=O)c2cccnc2)nc(C)n1 | -1 | -6
CCOc1ccc2c(=O)c(Oc3ccccc3)c(C(F)(F)F)oc2c1C | 2&-6 | -11&-2
O=[N+]([O-])c1ccc(N2CCOCC2)c(Cl)c1N1CCOCC1 | 0 | 3
CCN(CC)C(=O)c1cc2c(s1)CCC(C(=O)Nc1cc(F)ccc1F)C2 (stereo not drawn) | -2 | 0
CCn1c(SC)nnc1-c1nn(C)c2c1CN(C(=O)C(C)(C)C)CC2 | -4 | -2
CC1CCC2(OC1)OC1CC3C4CC=C5CC(O)CCC5(C)C4CCC3(C)C1C2C (stereo not drawn) | -7 | ·
CC(C)OC(=O)COc1ccc2c(c1)OC(=Cc1cc(Cl)cc3c1OCOC3)C2=O | -1 | -7
Cc1scc2nc(C(=O)NCc3cccc(F)c3)nc(N3CCCC3)c12 | -9 | 65*
Cc1c(Cl)cccc1NC(=O)c1cc(S(=O)(=O)N2CCCCC2)ccc1F | 1 | -1
Cc1ccc(OCCOCC(O)CN(CCO)CCO)cc1C (stereo not drawn) | -6 | -7
COc1ccc(NC(=O)C2CCCN(c3cn[nH]c(=O)c3)C2)cc1OC (stereo not drawn) | 8 | 7
O=C(c1ccc(-c2ccc([N+](=O)[O-])cc2)o1)N1CCOCC1 | 6 | 21
CCOC1=CC(=Cc2c(N)n3nc(C(F)(F)F)sc3nc2=O)C=CC1=O | 3 | 4
COc1cccc(C2c3c(oc4ccccc4c3=O)C(=O)N2CCN(C)C)c1OC (stereo not drawn) | -5 | 0
COc1cccc(C=C2Oc3c(ccc(O)c3CN3CCCCCC3)C2=O)c1OC | 0 | 12
COc1nccnc1N1CCC(N(C)S(=O)(=O)c2cccs2)C1 (stereo not drawn) | -3 | -8
O=C(NCCNC(=O)c1ccc(F)c(F)c1)c1ccc(NC(=O)c2ccc(F)cc2)cc1 | 38 | 69*
O=C1N=C(N2CCCCCC2)S/C1=C\c1ccccc1 | 1 | 4
O=C1C(=O)N(CCCN2CCOCC2)C(c2cccnc2)C1=C(O)c1ccc(Cl)cc1 (stereo not drawn) | -4 | 1
Cc1ccc([N+](=O)[O-])cc1Cc1cc(F)ccc1F | -5 | -8
CC(C)CNC(=O)N1CCCC1c1ccc(F)cc1 (stereo not drawn) | -1 | 3
CCCCCNC(=O)C1CCCN(c2nc3nc[nH]c(=O)c3s2)C1 (stereo not drawn) | -5 | -5
CC(C)(C)C1CCC2(CC1)NC(CO)(CO)CO2 (stereo not drawn) | -2 | 0
Cn1ncc(Cl)c1C(=O)NCCCn1cc(Br)cn1 | · | -2
Fc1ccc(CSc2nc3ccccc3o2)c2ccccc12 | · | -25
O=C(CN1CCOCC1)N1CCN(C(=O)c2ccccc2)C1 | 0 | 5

4 of these compounds, reformatted.
Structure,Pf apPOL block,mHTT CaM bind
O=C(O)c1cc(-c2ccccc2)n(-c2ccc(Cl)cc2)n1,-2,-1
COc1ccccc1-c1noc(C2CCCN2C(=O)Nc2ccc(C)cc2Cl)n1 (stereo not drawn),-2,2
CN(C)CCN1CCN(C2CN(CCc3ccccc3)S(=O)(=O)C2)CC1 (stereo not drawn),-1,1
CC(=O)c1ccc(NC(=O)CN2CCN(Cc3nc(C(C)(C)C)cs3)CC2)cc1,-2,8

Quoted from the results shown, two compounds:
SMILES | Pf apPOL block | mHTT CaM bind
CCc1cccc(CC)c1NS(=O)(=O)c1ccc(Br)cc1 | 3 | -28
CC(=O)NCc1ccc(-c2nc(C(C)C)cs2)cc1 | 0 | 3

The list continues:
SMILES | Pf apPOL block | mHTT CaM bind
COc1cccc(CN2CCc3nc(Nc4ccc(F)cc4F)ncc3C2)c1OC | -9 | 5
COc1ccc(Nc2nccc(C3CCCN(C(=O)C4CCCC4)C3)n2)cc1 (stereo not drawn) | -1 | 36
COc1ccc(S(=O)(=O)N2CC3CN(C(=O)Cc4cccc(F)c4)CC(C2)O3)cc1 | -1 | 1
O=C(O)C(Cc1ccccc1)N1C(=O)c2cccc([N+](=O)[O-])c2C1=O (stereo not drawn) | -6&1 | -1&2
Cc1ccc(OCC2NCCS2)c([N+](=O)[O-])c1 (stereo not drawn) | -8&-2 | ·
Cc1cc2c(cc1C)NC(c1ccc3c(c1)OCO3)C1=C(CC(C)(C)CC1=O)N2 (stereo not drawn) | 0 | 26
CCOc1ccc(CC2=NCCc3cc(OCC)c(OCC)cc32)cc1OCC | -4 | 1
CCCOc1nccnc1N1CCC(NC(=O)Cc2cccs2)C1 (stereo not drawn) | -4 | 2
O=C(NCCc1ccco1)c1ccc2c(c1)nc1n2CCCC1 | -3 | 7
O=C(NC1CCCCC1)O[C@@H]1C[C@H]2C[C@@H]1[C@H]1CCCCN1C2=O | 0 | -10
COc1ccc(-c2cc(C(=O)N3CCCC3c3cccc(C)c3)on2)cc1 (stereo not drawn) | 0 | -6
Cc1cc(C)n2nc(SCCC(=O)NCc3ccc4c(c3)OCO4)nc2n1 | -4 | -12
Cc1cc(C2CCCN2C(=O)Nc2ccc3c(c2)OCCO3)on1 (stereo not drawn) | -5 | -1
Cc1c(Cl)cccc1NC(=O)c1ccc(-c2cncnc2)nc1 | -32 | -1
CC(C)NC(=O)c1cc(-c2ccncc2)n[nH]1 | 6 | -8
N#Cc1ccc(C(O)c2ccc(F)cc2)c(CO)c1 (stereo not drawn) | · | -9
COc1ccc(CNC(=O)N2CC3CN(S(=O)(=O)c4cccc(F)c4)CC(C2)O3)cc1 | -3 | -4
COc1ccccc1CC(=O)Nc1cccn2cnnc12 | 2 | 1
CC(=O)N(CCC1(Cc2ccccc2Cl)CCOC(C)(C)C1)Cc1ccco1 (stereo not drawn) | -4 | 45
COc1cc(OC)c(NC(=O)c2ccc([N+](=O)[O-])c(C)c2)cc1Cl | -8 | -3
Cc1c(Cl)c(C)c(C=Nc2ccccc2N)c(O)c1Br | 3 | 36
O=C(O)C1CSC(c2c(F)cc(F)cc2F)N1 (stereo not drawn) | 7 | 6
Nc1nncn1C(=O)c1ccc(Cl)cc1Cl | -4 | 0
CCn1nnc2c(N3CCN(C(=O)Nc4ccccc4C(F)(F)F)CC3)ncnc21 | -5 | -3
O=C(Nc1cccnc1)c1ccccc1Cl | -6 | -4
O=C(O)CCC(=O)NCc1ccc(Cl)cc1 | -4 | 4
CC(C)OCCCNC(=O)c1ccc2c(c1)NC(=O)C1CCCCN21 (stereo not drawn) | 0 | 0
O=C(NCCC1=CCCCC1)C1CCN(C(=O)NCc2cccs2)CC1 | -2 | -19
